Screening data from PubChem.
EphA4 KYL inhibition: EphA4 ligand-binding antagonists – biochemical, colorimetric, mouse EphA4, primary screen (AID 689); EphA4-AP binding to KYL peptide, pNPP A405; higher % means a stronger effect; inhibition, % at 10 µM; hits with a dose series show IC50 in µM; hit rate 0.1% among 62,000; in the data active = a potency from the dose series; inactive = the rest, 99 in 100 with inhibition below about 22%
* marks the source's active call; other numbers are inactive results. Only part of the results is shown; rates above refer to the full screens.

SMILES	EphA4 KYL inhibition
O=C(O)CC(c1cccc2ccccc12)n1cccc1 (stereo not drawn)	-5.3%
CCOC(=O)c1c(-c2ccccc2)oc2ccc(O)c(CN3CCCC(C)C3)c12 (stereo not drawn)	12.3%
Cc1ccc2c(c1)[nH]c1c(=O)n(CCN3CCNCC3)cnc12	-1.1%
CC1=C(C(=O)OCc2ccc(C)cc2)C(c2cccc(O)c2)NC(=O)N1 (stereo not drawn)	-4.0%
Cc1ccc(C=C2C(=O)NC(=O)N(c3cccc(Cl)c3)C2=O)s1	-2.0%
COc1ccc(-c2cc(C(F)(F)F)n3ncc(C(=O)NCC4CCCO4)c3n2)cc1OC (stereo not drawn)	3.4%
CS(=O)(=O)c1ccc2nc(NC(=O)Oc3ccccc3)sc2c1	-10.0%
Cc1onc(-c2ccccc2Cl)c1C(=O)Nc1cccc(-c2nc3ncccn3c2C)c1	14.5%
O=C1CCCN1C(=O)CCC(=O)N1CCCC1=O	-3.9%
CCOC(=O)c1c(C)[nH]c(C)c1C(=O)COC(=O)C1CCCN1S(=O)(=O)c1ccccc1F (stereo not drawn)	-16.5%
O=C1NC2=Nc3ccccc3NC(c3ccccc3)=C2C(c2cccc3ncccc23)N1 (stereo not drawn)	-1.6%
O=C(CCCn1c(SCC(=O)NCC2CCCO2)nc2ccccc2c1=O)NCC1CCCO1 (stereo not drawn)	-9.0%
COc1ccc(OCCSc2ncnc3nc[nH]c23)cc1	0.4%
C=CCc1ccc(OCCCOc2ccc(C)cc2OC)c(OC)c1	-0.1%
Cc1ccccc1CN1CCN(CC(=O)NCCCN2CCN(c3ccc(F)cc3)CC2)C1=O	-4.7%
COc1ccccc1N1CCN(C(=O)COc2ccc(Cl)cc2)CC1	-28.8%
NC(=S)N/N=C/c1ccc(-c2cc(Cl)ccc2Cl)o1	-17.1%
O=C(C1CCCN(Cc2ccccc2C(F)(F)F)C1)N1CCCCC1 (stereo not drawn)	-9.6%
CC(=O)c1cc2c(cc1NS(=O)(=O)c1ccccc1)OCO2	-3.4%
CCCOc1ccc(C(=O)CCN2CCCCC2)cc1	-8.0%
CN(c1ccccc1)c1ccc(/C=c2\s/c(=C(/C#N)C(=O)C(C)(C)C)n(Cc3ccco3)c2=O)cc1	-7.8%
CCc1ccccc1NC(=O)COc1ccc2ccccc2c1	-2.0%
CCC(=O)Nc1ccc(C(=O)OCC(=O)c2ccc(C)c([N+](=O)[O-])c2)cc1	-1.0%
CCOC(=O)c1sc(NC(=O)CSc2nc(C)cc(C)c2C#N)c(C#N)c1C	-3.7%
COc1ccc(C(=O)NC(=O)Nc2ncccc2C)cc1	-2.7%
COc1cccc(N/C(SC)=C(/C#N)C(N)=O)c1	-8.9%
COCCNC(C)C(=O)Nc1ccc(Br)cc1 (stereo not drawn)	-6.6%
COc1ccc(C(=O)Nc2nc3ccccc3s2)c(OC)c1	2.1%
Cc1cc(NC(=O)C2CC(c3ccc(F)cc3)=NO2)n(-c2ccccc2)n1 (stereo not drawn)	-8.2%
COc1cccc(Oc2coc3c(CN4CCOCC4)c(O)ccc3c2=O)c1	-11.1%
Cn1c(COc2ccccc2)nnc1SCCN1CCOCC1	-5.7%
O=C(NCCN1CCOCC1)c1ccc(CS(=O)(=O)c2c(Cl)cccc2Cl)o1	-0.6%
COc1ccc(Cl)cc1NC(=O)C1=C(C)NC(=O)NC1c1ccccc1Br (stereo not drawn)	12.9%
CCOc1ccc(C(CC(=O)O)NC(=O)COc2ccccc2)cc1 (stereo not drawn)	-3.5%
CCCc1nc(SCC(=O)Nc2nnc(CC)s2)c2c(C)c(C)sc2n1	-10.5%
O=C(C1CCCN(Cc2cccnc2)C1)N1CCCCC1 (stereo not drawn)	12.0%
Fc1cc(F)c2nc(N3CCCCC3)sc2c1	-8.1%
Cc1ccc(N2C(=O)[C@@H]3[C@H](C2=O)[C@H]2C=CC=NN2[C@@H]3C(=O)Nc2ccc(Cl)cc2)cc1	-12.1%
On1cnnc1-c1ccccc1	-1.1%
O=c1c2[nH]c3ccc(Br)cc3c2ncn1CCCn1ccnc1	3.7%
CCOc1ccccc1Nc1nnc(C)c(=O)[nH]1	1.8%
CSCCC1NC2(C(=O)Nc3ccc(Cl)cc32)[C@@H]2C(=O)N(C3CCCC3)C(=O)[C@H]12 (stereo partly drawn)	-2.6%
c1coc(CNc2ncnc3ccccc23)c1	-13.1%
CCOc1ccc2nc(NC(=O)c3ccc(S(=O)(=O)N4CCOCC4)cc3)sc2c1	-7.6%
Clc1ccc(-n2nnnc2SCc2cn3ccccc3n2)cc1	-2.3%
CC(=O)OC1c2c(ccc3ccc(=O)oc23)OC(C)(C)C1OC(=O)CC(C)C (stereo not drawn)	-5.1%
COCCN1C(=O)C(=O)/C(=C(/O)c2ccccc2)C1c1ccc(OC)cc1OC (stereo not drawn)	10.0%
O=C(Cc1ccc(F)cc1)NCCc1ccc(F)cc1	2.7%
CC1=C(C#N)CCC(=O)N1Cc1ccc(C)cc1	-8.9%
Cc1nc2ccc(NS(=O)(=O)c3ccc(C)c(C)c3)cc2s1	-7.1%

4 of the compounds above, as labelled records.
structure: COCCN1C(=O)C(=O)/C(=C(/O)c2ccccc2)C1c1ccc(OC)cc1OC (stereo not drawn)
- EphA4 KYL inhibition = 10.0%
structure: O=C(Cc1ccc(F)cc1)NCCc1ccc(F)cc1
- EphA4 KYL inhibition = 2.7%
structure: CC1=C(C#N)CCC(=O)N1Cc1ccc(C)cc1
- EphA4 KYL inhibition = -8.9%
structure: Cc1nc2ccc(NS(=O)(=O)c3ccc(C)c(C)c3)cc2s1
- EphA4 KYL inhibition = -7.1%

The results go on.
SMILES	EphA4 KYL inhibition
O=C(O)c1ccccc1C(=O)NCC(O)COCC1CC=CCC1 (stereo not drawn)	-18.1%
COc1ccc(Cl)cc1C(=O)Nc1cc(C)on1	1.2%
COc1ccc(C)cc1S(=O)(=O)NC1CCCCC1	-6.7%
COC(=O)c1ccc(COC(=O)c2[nH]c(C)c(C(C)=O)c2C)o1	0.9%
CCOc1ccc2oc(C(=O)OCC(=O)NC(=O)NC3CCCC3)c(C)c2c1	-3.4%
COc1ccccc1N(CCC#N)C(=O)CSc1nc(-c2ccccc2)cn1N	-12.2%
Cn1c(=O)c2sccc2n2c(CCCC(=O)NCc3ccc4c(c3)OCO4)nnc12	6.8%
Cc1ccc(Cn2c(CN3CCOCC3)nc3c2c(=O)[nH]c(=O)n3C)cc1	-13.3%
CCOC(=O)C(=O)Nc1nc(-c2ccccc2)c(CC)s1	-2.3%
COc1ccc(CNC(=O)C2CC(c3ccccc3[N+](=O)[O-])=NO2)cc1 (stereo not drawn)	-15.9%
Nc1c(C(=O)NCc2ccccc2)sc2nc(N3CCOCC3)c3c(c12)CCCC3	-8.1%
O=C(COc1ccc(Cl)cc1)N1CCN(C(=O)c2ccncc2)CC1	-10.7%
COc1cc2c(cc1OC)-c1cc(OCCN3CCOCC3)nc(=O)n1CC2	-14.7%
O=C(Nc1ccc(Cl)cc1)Nc1ccccc1C(=O)NCc1ccco1	-5.6%
Cc1cc(Cl)c(S(=O)(=O)N2CCN(c3cccc(C)c3C)CC2)cc1OCC(N)=O	2.3%
CCOCC(O)CS(=O)(=O)c1ccccn1 (stereo not drawn)	-13.7%
CN(CC(=O)Nc1ccc(Cl)cc1)S(=O)(=O)c1cccc2cccnc12	-3.8%
COC(=O)c1ccc(C2C(C(=O)Nc3ccc(C)cc3C)=C(C)Nc3ncnn32)cc1 (stereo not drawn)	-2.6%
COc1ccc2cc(C(c3nnnn3C3CCCC3)N3CCc4ccccc4C3)c(=O)[nH]c2c1 (stereo not drawn)	-1.9%
COc1ccc(OC)c(NC(=O)Cn2c(=O)oc3ccccc32)c1	-8.3%

Reprinted at random: 3 entries already listed, in no set order.
SMILES	EphA4 KYL inhibition
COc1ccc(C)cc1S(=O)(=O)NC1CCCCC1	-6.7%
O=C(Nc1ccc(Cl)cc1)Nc1ccccc1C(=O)NCc1ccco1	-5.6%
COC(=O)c1ccc(COC(=O)c2[nH]c(C)c(C(C)=O)c2C)o1	0.9%

Returning to the listing; the 2 compounds before the break are reprinted first.
SMILES	EphA4 KYL inhibition
COc1ccc2cc(C(c3nnnn3C3CCCC3)N3CCc4ccccc4C3)c(=O)[nH]c2c1 (stereo not drawn)	-1.9%
COc1ccc(OC)c(NC(=O)Cn2c(=O)oc3ccccc32)c1	-8.3%
CCC(CO)Nc1cc(N2CCOCC2)ccc1[N+](=O)[O-] (stereo not drawn)	-4.4%
COc1ccc(C(=O)NC(=S)NCc2ccccc2)cc1	-2.0%
CC1CCN(C(=O)CC2C(=O)Nc3c2c(=O)n(C)c(=O)n3Cc2ccccc2)CC1 (stereo not drawn)	10.1%
COc1ccc(O)c(C(=O)c2cnc3onc(C(C)C)c3c2)c1	1.1%
CCCCCCOC(=O)C(C#N)c1nc2ccccc2nc1N1CCOCC1 (stereo not drawn)	22.4%
COc1ccc(N2CCN(Cc3cc(=O)oc4cc5c(cc34)CCCC5)CC2)cc1	-9.4%
O=C(OCn1nnc2ccccc2c1=O)c1cn(-c2ccccc2)nc1-c1cccnc1	-7.6%
COc1cccc(CNC(=O)c2cc3oc4ccccc4c3n2C)c1OC	-9.8%
CCOC(=O)c1c(NC(=O)c2cccs2)sc2c1CC(C)(C)OC2	0.4%
Cc1cccc(OC(C)c2ccnc3nc(/N=C/N(C)C)nn23)c1 (stereo not drawn)	4.7%
CC1CCN(Cc2c(C#N)c3ccccc3n2C)CC1	1.5%
Cc1ccc(Cl)c(NC(=S)N(CCCN2CCOCC2)Cc2ccco2)c1	1.9%
Cc1cccc(N2C(=O)S/C(=C/c3ccc(N(C)C)cc3)C2=O)c1	-9.0%
CCOC(=O)N1CCC(N2C(=O)c3ccc(C(=O)O)cc3C2=O)CC1	-0.8%
O=C(OCC1CC(c2ccccc2)=NO1)c1ccc(Cl)cc1 (stereo not drawn)	-3.3%
O=C(O)c1n[nH]c2c1CCCCC2	-8.2%
N/C(Cc1ccc(Cl)cc1)=N\OC(=O)c1cccc2ccccc12	-7.2%
CN(C)c1ccc(C(=O)c2ccc(N(C)C)c(N)c2)cc1N	-28.8%
CCCN1C(=O)/C(=C2\SC(N)=NC2=O)c2ccccc21	-3.8%
CC1(C)NC(=O)N(CCCCSc2ccc(Cl)cc2)C1=O	6.3%
CCC(C)Nc1nc(OC)nc(N(C)C#N)n1 (stereo not drawn)	1.0%
O=C1N=C(N2CCC(Cc3ccccc3)CC2)S/C1=C/c1cn[nH]c1-c1ccccc1	-1.0%
CCOC(=O)C(C(=O)OCC)c1cc(Br)c2noc3c2c1C(=O)c1ccccc1-3	0.3µM*
Cc1ccc(CN2CCN(c3ncccn3)CC2)o1	-6.7%
COc1ccc(CCNC(=O)CCCN2C(=O)c3ccccc3C2=O)cc1OC	-5.7%
CCCNC1=C(C)C(=O)CC1	-7.6%
Cc1ccc(-n2c(C)cc(C(=S)N3CCOCC3)c2C)cc1C	-5.1%
CCN(CC)CCNc1nc2c(c(=O)n(C)c(=O)n2C)n1C/C=C(/C)Cl	-16.0%
Cc1ccc(SCc2ccc(C(=O)Nc3cccc([N+](=O)[O-])c3)cc2)cc1	-4.0%
O=C(NCC(c1cccnc1)N1CCN(c2ccc(F)cc2)CC1)C1CCCCC1 (stereo not drawn)	-17.5%
CCCN1CCN(C(=O)CCCn2c(C)c3cnn(-c4ccccc4)c(=O)c3c2C)CC1	-7.1%
CC(=O)NCCc1cc2ccc(C)cc2[nH]c1=O	-5.7%
CCCc1nn(-c2cc(Cl)ccc2OC)c2c1C(=O)CC(C)(C)C2	-11.5%
Cc1occc1C(=O)Nc1ccccc1C(=O)O	-24.3%
CCC(CC)C(=O)Nc1ccccc1NC(C)=O	3.2%
Cc1cc(C)nc(N2CCC(C(=O)Nc3ccc4c(c3)OCO4)CC2)n1	-13.8%
COc1ccc(C(=O)Nc2nnc(Cc3cccs3)s2)cc1OC	-2.4%
O=C(CCS(=O)(=O)c1ccccc1)Nc1nc2c(s1)COc1ccccc1-2	-15.0%
CCCC(=O)NC(Nc1ccc(S(=O)(=O)Nc2cc(C)on2)cc1)(C(=O)OCC)C(F)(F)F (stereo not drawn)	-7.0%
Cc1cc(C(=O)NCC2CCCO2)n(-c2ccccc2)n1 (stereo not drawn)	4.9%
S=c1[nH]nc(-c2cc(-c3ccco3)[nH]n2)n1-c1ccccc1Cl	-6.5%
CC(OC(=O)CN(C)S(=O)(=O)c1ccc(Cl)cc1)C(=O)Nc1ccc(N2CCOCC2)cc1 (stereo not drawn)	-8.1%
O=C(/C=C/c1ccccc1)Oc1ccc(C(=S)N2CCOCC2)cc1	0.8%
CC(=O)N1CCC(C(=O)c2ccc(Cl)cc2)CC1	-7.2%
COc1ccc(OC)c(-n2c(CNC3CCN(Cc4ccccc4)CC3)nc3ccccc3c2=O)c1	-5.4%
COc1ccc(C(=O)C(CN2CCOCC2)c2ccccc2)cc1 (stereo not drawn)	-15.0%
O=c1nc2n(c3ccccc13)Cc1ccccc1-2	-9.1%
Cc1cccc(Nc2nc(N)nc(CSc3nccn3C)n2)c1	-9.4%
COc1ccc(NC(=O)c2cnc(C)cn2)c2ncccc12	-1.5%
CCOC(=O)c1cc(C(C)=O)c(=O)n(C)c1N	-14.8%
(further entries)
SMILES	EphA4 KYL inhibition
Cc1cccc(-c2nc(CN3CCCC(C(=O)NC4CCCCC4)C3)c(C)o2)c1 (stereo not drawn)	-8.6%
O=C(N/N=C/c1ccco1)c1ccc(Br)o1	-5.7%
COc1ccc2[nH]c(C(=O)O)c(NS(=O)(=O)c3ccc(Cl)s3)c2c1	-4.5%
Cc1[nH]c2ccc(F)cc2c(=O)c1SC(F)(F)C(F)C(F)(F)F (stereo not drawn)	-10.3%
COc1ccc(S(=O)(=O)Nc2ccccc2C(=O)NCc2ccco2)cc1	2.0%
OCC(C#CCN1CCCCC1)NCc1ccccc1 (stereo not drawn)	-0.1%
CN(c1ccccc1)S(=O)(=O)c1ccc(NC(=O)C2CCCCC2C(=O)O)cc1 (stereo not drawn)	-8.4%
CC(C)c1ccc(Nc2cnn(C34CC5CC(CC(CC(=O)O)(C5)C3)C4)c(=O)c2Cl)cc1	-7.4%
CCC(C)NC(=O)C1c2cc(OC)c(OC)cc2C(=O)N(C)C1c1cccs1 (stereo not drawn)	-5.0%
